# Screening results deposited in PubChem by National Center for Advancing Translational Sciences (NCATS).
# rTrxR1 inhibitor: inhibitors of rat thioredoxin reductase 1. O89049. recombinant rTrxR1, NADPH fluorescence consumption, selenite substrate. Potency, µM (series often up to 114 µM), inactives show top-dose activity change, negative = inhibition, usual class: inhibitors. 1% of 390,000 active; note: potency is the fitted concentration of half-maximal effect; % is set by controls: 0 for no effect and ±100 for the full control effect; nearly all actives have a fitted effect of over 65% in size
#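 Rat TrxR1 (90 nM in the dispensed reagent) was pre-reduced with 400 uM NADPH for 5 min at room temperature, then incubated with compound for 15 min. After 400 uM selenite was added, NADPH fluorescence (Ex 340/Em 450 nm) was followed for 8 min.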
# Pin1 inhibitor: human Pin1 inhibition; 0.009% of 390,000 active; Q13526; Pin1 FP peptide displacement, HiFluor488, 10 min; Potency, µM (top dose mostly 115 µM), without a hit: top-dose activity, negative = inhibition, most hits filed as inhibitors; active = well fitted inhibition curve with a large enough effect in the polarisation, with a control signal flat, not every such curve was filed as active; inconclusive = small, poorly fitted or top-dose-only effect, or effect the other way, or a change in a side signal; inactive = no such curve, though single readings can be large or run the other way; the % refers to the polarisation; note: potency is the fitted concentration of half-maximal effect; % is set by controls: 0 for no effect and ±100 for the full control effect
# Target sequence (Q13526 whole entry, looked up): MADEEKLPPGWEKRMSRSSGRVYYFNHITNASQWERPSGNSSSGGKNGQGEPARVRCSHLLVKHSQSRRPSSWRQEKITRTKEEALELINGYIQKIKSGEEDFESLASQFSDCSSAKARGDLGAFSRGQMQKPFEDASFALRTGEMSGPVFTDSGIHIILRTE
# GLS inh: inhibitors of human glutaminase (GLS) | GLS enzymatic activity, qHTS titration | Potency, µM (titrated, usually from 45.5 µM), inactives show at the highest dose activity change, negative = inhibition, usual class: inhibitors | 0.21% of 410,000 active | O94925; note: potency is the fitted concentration of half-maximal effect; % is set by controls: 0 for no effect and ±100 for the full control effect
# Target sequence (O94925 whole entry, looked up): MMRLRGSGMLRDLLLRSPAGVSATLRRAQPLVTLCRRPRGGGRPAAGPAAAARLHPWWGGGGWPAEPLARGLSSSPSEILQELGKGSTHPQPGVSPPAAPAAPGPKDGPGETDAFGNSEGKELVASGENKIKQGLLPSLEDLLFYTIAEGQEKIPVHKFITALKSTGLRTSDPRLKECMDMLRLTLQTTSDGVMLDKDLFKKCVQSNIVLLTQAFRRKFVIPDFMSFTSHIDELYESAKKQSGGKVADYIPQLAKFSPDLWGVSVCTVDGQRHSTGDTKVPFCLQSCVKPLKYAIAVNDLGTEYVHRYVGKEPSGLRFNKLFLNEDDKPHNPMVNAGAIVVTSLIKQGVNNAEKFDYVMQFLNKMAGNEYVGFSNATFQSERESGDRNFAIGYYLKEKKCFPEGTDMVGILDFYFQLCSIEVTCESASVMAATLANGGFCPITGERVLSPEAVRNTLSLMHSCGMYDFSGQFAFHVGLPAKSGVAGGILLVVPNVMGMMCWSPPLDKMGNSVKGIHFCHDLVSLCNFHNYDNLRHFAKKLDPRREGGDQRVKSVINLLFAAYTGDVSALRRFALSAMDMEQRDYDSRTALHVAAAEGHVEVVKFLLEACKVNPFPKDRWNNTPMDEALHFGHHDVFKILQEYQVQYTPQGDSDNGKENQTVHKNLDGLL
#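 hKGA in 45 mM KH2PO4 (pH 8.2), 0.02% Tween-20 with compound, then 1mM L-Glutamine (stock as added) plus glutamate oxidase/HRP/Amplex red coupling mix. Fluorescence read initially and after 30 min at RT; signal change reflects glutamate formation.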
# USP1-UAF1 inh: inhibitors of human USP1/UAF1 deubiquitinase | recombinant USP1/UAF1, Ub-Rhodamine cleavage fluorescence | Potency, µM (titrated, usually from 57.1 µM), inactives show top-dose activity change, negative = inhibition, usual class: inhibitors | 0.23% of 390,000 active | AID 743255; note: potency is the fitted concentration of half-maximal effect; % is set by controls: 0 for no effect and ±100 for the full control effect; nearly all actives have a fitted effect of over 60% in size; inactives centre near -12
#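 USP1/UAF1 complex (1 nM) preincubated 15 min at room temperature with compound, then Ub-Rho substrate (150 nM final) added. Kinetic fluorescence at 480/540 nm over 6 reads at 60 s intervals; 50 mM HEPES pH 7.8, 0.5 mM EDTA, 0.1 mg/ml BSA, 1 mM TCEP, 0.01% Tween-20.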
# TrxR1 substrate: rat thioredoxin reductase 1 substrate activity. O89049. purified TrxR1 substrate turnover, NADPH consumption readout. Potency, µM (top dose mostly 114 µM), inactives show at the highest dose activity change, negative = substrate turnover. 0.01% of 390,000 active. AID 588456; note: potency is the fitted concentration of half-maximal effect; % is set by controls: 0 for no effect and ±100 for the full control effect; nearly all actives have a fitted effect of over 50% in size
#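 Rat TrxR1, dispensed at 90 nM, was prereduced with 400 uM NADPH (final) for 5 min at ~22 deg C, then incubated with compound 15 min before 400 uM selenite. A first-read NADPH fluorescence drop versus no-compound background flagged substrates.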
# mIDH1 inhibitor: blocks human mutant IDH1 R132H enzyme | O75874 | IDH1-R132H enzyme, NADPH consumption, diaphorase/resazurin fluorescence | Potency, µM (highest dose often 76.6 µM), for the others: top-dose activity change, negative = inhibition, actives largely listed as inhibitors | 0.093% of 390,000 active | AID 602179; note: potency is the fitted concentration of half-maximal effect; % is set by controls: 0 for no effect and ±100 for the full control effect; nearly all actives have a fitted effect of over 65% in size
#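 IDH1-R132H (0.5 ug/mL dispensed) in pH 7.5 Tris buffer was preincubated 30 min with compound, then given a substrate mix of 0.016 mM NADPH and 2 mM alpha-KG for 80 min at room temperature; remaining NADPH was read by diaphorase/resazurin fluorescence.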
# PI4K2A block: blocks human PI4K2A kinase activity. Q9BTU6. purified PI4K2A, ADP-Glo luminescence, 1 h; active compounds read low. activity change, negative = inhibition, % at 76.9 µM. 0.13% of 420,000 active. AID 1346378; in the data active = activity change below about -50%; inconclusive = mostly about -30% to -49%;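 note: -100% = wells without enzyme as full effect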
#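 ADP-Glo luminescence measured ADP generated by PI4K2A enzyme (4 ug/mL before mixing) with 1.2 mM PI substrate (pre-mix) and 300 microM ATP (pre-mix). Tris pH7.5 buffer with MgCl2, Triton X-100; 1 h reaction at ambient temperature.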
# HP1b binding inh: HP1-beta chromodomain-methylated histone interaction inhibition | P83916 | AlphaScreen HP1-beta / biotin-H3K9me3 peptide binding | Potency, µM (highest dose often 114 µM), for inactives: at the top dose activity change, negative = inhibition, hits mostly inhibitors | 0.56% of 390,000 active; note: potency is the fitted concentration of half-maximal effect; nearly all actives have a fitted effect of over 70% in size; inactives centre near 23
# Target sequence (P83916 whole entry, looked up): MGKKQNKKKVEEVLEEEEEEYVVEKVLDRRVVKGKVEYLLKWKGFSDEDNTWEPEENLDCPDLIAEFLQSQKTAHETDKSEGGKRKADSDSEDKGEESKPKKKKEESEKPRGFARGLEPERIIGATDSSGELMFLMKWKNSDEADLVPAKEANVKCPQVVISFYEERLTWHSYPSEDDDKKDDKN
#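 HP1-beta protein (50 nM final) preincubated 30 min at room temperature with biotinylated H3(1-18)K9me3 peptide (50 nM) in PBS pH 7.4, 0.01% Tween-20, then compound added for 30 min. AlphaScreen streptavidin donor/nickel chelate acceptor beads (10 ug/mL final), 30 min dark, luminescence read.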
# Tb PGK inh: blocks T. brucei phosphoglycerate kinase; P07378; Potency, µM (highest dose often 57.5 µM), for inactives: top-dose activity change, negative = inhibition, usual class: inhibitors; PGK/GAPDH coupled, Kinase-Glo luminescence, 60 min; 0.043% of 380,000 active; AID 602233; note: potency is the fitted concentration of half-maximal effect; % is set by controls: 0 for no effect and ±100 for the full control effect; nearly all actives have a fitted effect of over 60% in size
#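 Luminescent ATP detection (Kinase-Glo Plus) follows a 60-minute room-temperature incubation, with wells lacking PGK as controls. Buffer: 100 mM TEA (pH 7.6), 5 mM MgCl2, 0.01% Tween-20. Coupling enzyme GAPDH (100 nM final) supplies unstable 1,3-BPG in-well.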
# Numbers without * were called inactive; i = inactive; ? = inconclusive; [ ] = dose if it differs, or a comment. Unless noted, calls come from the whole dose curve; as a rule, active = well fitted curve in the direction sought with a large enough effect; inconclusive = small, poorly fitted or top-dose-only effect, or another doubt; inactive = no such curve, though single readings can be large; an effect the other way counts as inactive or inconclusive. These rows are one share of the data. The share of hits here may be higher or lower than overall.
nr	rTrxR1 inhibitor	Pin1 inhibitor	GLS inh	USP1-UAF1 inh	TrxR1 substrate	mIDH1 inhibitor	PI4K2A block	HP1b binding inh	Tb PGK inh	smiles
1	13%[57.1 µM]	0%	-11%	?	-11%	2%	-3	29%	-1%	Cc1ccc(-n2ncc3c(NNC(=O)c4ccco4)ncnc32)c(C)c1
2	1%	-6%	7%	-9%	-2%	-4%	-2	29%	7%	CCn1ccnc1CNC(=O)c1ccc(OC2CCN(C(=O)COC)CC2)cc1
3	0%[57.1 µM]	0%	0%	-3%	-2%[57.1 µM]	-3%	-1	21%	-7%	COc1ccc(Br)cc1CNC(=O)C1CCCCN1S(=O)(=O)c1ccc(F)cc1 (centres undefined)
4	19%[57.1 µM]	-5%	-10%	-13%	11%[57.1 µM]	4%	3	?	12%	CCOC(=O)CC(c1ccc([N+](=O)[O-])cc1)n1c(C)ccc1C (centres undefined)
5	21%	4%	12%	-2%	4%	-7%	0	21%	0%	O=C(NCC1CCCO1)c1ccc(Cl)c(F)c1F (centres undefined)
6	-9%	-2%	14%	0%	-7%	0%	-17	23%	0%	C/C(=C\C(=O)c1ccccc1)Nc1ccc(N2CCOCC2)cc1
7	0%[57.1 µM]	0%	8%	-29%	4%[57.1 µM]	1%	2	22%	2%	O=C(COc1ccc(Cl)cc1)NCc1ccncc1
8	5%	-2%	2%	-8%	-2%	10%	1	22%	5%	O=C(NCCOc1ccccc1F)C1CCC(=O)N(CC2CCCCC2)C1 (centres undefined)
9	-55%	?	-8%	-20%	-14%	-1%	4	-29%	-2%	CCN1C=C(Cc2ccc(OC)cc2)C2=C(C1)C(c1ccc(OC)cc1)C(C#N)=C(N)O2 (centres undefined)
10	-23%	-1%	-7%	-13%	-6%	7%	2	43%[activator]	-6%	CC1=C(C(=O)Nc2ccc(F)c(F)c2)C(c2cccs2)NC(=S)N1 (centres undefined)
11	15%	-12%	0%	3%	2%	9%	0	32%	-2%	CCN(CC(=O)NCc1cccs1)C(=O)c1ccc(S(=O)(=O)Nc2ccccc2F)cc1
12	-16%	-6%	-4%	-4%	-17%	-15%	0	0%	3%	O=C(CSc1nc(-c2ccccc2)[nH]c1-c1ccc(F)cc1)NC1CCCC1
13	-2%[57.1 µM]	8%	0%	5%	4%[57.1 µM]	3%	-7	28%	2%	CC(C)C(c1nnnn1Cc1ccco1)N1CCC(C(N)=O)CC1 (centres undefined)
14	16%	0%	19%	-10%	3%	-11%	3	7%	-3%	CN(C)CC(NC(=O)c1cccc(S(=O)(=O)Nc2ccc3c(c2)OCO3)c1)c1ccccc1 (centres undefined)
15	9%	?	4%	-6%	1%	10%	-2	-15%	-6%	CCCc1cc(-c2n[nH]c(C)c2-c2ccc(C(=O)OCC)o2)c(O)cc1O
16	13%	-3%	-1%	-13%	-3%	-15%	2	7%	1%	CN(CC(=O)Nc1ccc(F)c(F)c1F)C(=O)c1ccc(-n2cncn2)cc1
17	18%[57.1 µM]	-5%	-10%	-15%	-8%[57.1 µM]	19%	2	10%	-5%	CC(C)(C)C(=O)NCCCNc1ccc([N+](=O)[O-])cc1
18	6%	8%	-9%	-11%	3%	-2%	3	24%	-4%	CC(=O)CSc1nc(CCc2ccccc2)c(C#N)c(=O)[nH]1
19	18%	2%	8%	-2%	33%	3%	-2	25%	0%	COC(=O)Cc1c(C)nc2nc(-c3ccc(OC)cc3)[nH]n2c1=O
20	-22%	?	2%	-15%	5%	2%	-1	19%	i	CCCN(C(=O)Cc1ccc(S(=O)(=O)N2CCOCC2)s1)c1c(N)n(Cc2ccccc2)c(=O)[nH]c1=O
21	18%[57.1 µM]	?	-5%	-14%	9%[57.1 µM]	2%	0	43%[activator]	-5%	CCCOc1ccc(N2C(=O)CC(N(CCc3ccc(OC)cc3)C(=O)c3ccccc3)C2=O)cc1 (centres undefined)
22	22%	9%	4%	1%	-1%	-2%	-4	34%	5%	O=C(COC(=O)Cc1ccc(F)cc1)NC(=O)NC1CCCC1
23	?	7%	-8%	-17%	1%	-2%	-3	44%[activator]	i	COCC(C)NC(=O)CSc1ncnc2sc(-c3ccccc3)cc12 (centres undefined)
24	13%[57.1 µM]	0%	-5%	-13%	4%	4%	-2	25%	i	CC1CCCCC1NC(=O)CN1CCC(O)(c2ccc3c(c2)OCO3)CC1 (centres undefined)
25	1%	6%	?	-1%	-7%	-2%	0	21%	4%	O=S(=O)(NC1CCc2ccccc21)c1ccc(S(=O)(=O)N2CCCC2)cc1 (centres undefined)
26	-2%	2%	-2%	-25%	-5%	1%	3	44%[activator]	-1%	Cc1ccccc1NC(=O)NC(C)(C)CC(C)(C)C
27	6%	7%	4%	-10%	3%	2%	4	4%	0%	CCOC(=O)C1C(=O)C=C(c2ccc(C)cc2)CC1c1ccc([N+](=O)[O-])cc1 (centres undefined)
28	10%[57.1 µM]	-2%	-5%	-12%	8%[57.1 µM]	5%	-6	24%	-5%	O=C1C2C3C=CC(C3)C2C(=O)N1c1cccc2cccnc12 (centres undefined)
29	8%	-5%	-14%	-24%	-7%	4%	2	47%[activator]	-6%	Cc1cc(C)c(C)c(S(=O)(=O)NC2CCCCC2)c1C
30	8%	-5%	0%	-18%	-2%	5%	-2	40%[activator]	i	CC(Oc1ccc(F)cc1)C(=O)NN (centres undefined)
31	-7%[57.1 µM]	-3%	-10%	-19%	-10%[57.1 µM]	-6%	3	-13%	i	Cc1ccc(Cl)cc1N1CCN(C(=O)c2cccn2-c2nnc(N3CCCCC3)s2)CC1
32	0%[57.1 µM]	8%	7%	2%	9%[57.1 µM]	-2%	-4	11%	-3%	O=C(NCc1ccc2c(c1)OCO2)c1cccc([N+](=O)[O-])c1
33	16%	5%	-14%	-7%	1%	17%	5	48%[activator]	i	Cc1ccc2oc(C(=O)Nc3ccc(S(=O)(=O)N(C)Cc4ccccc4)cc3)cc(=O)c2c1
34	-13%	4%	6%	-14%	-1%	1%	-4	11%	1%	COc1ccc2c(c1)/C(=C/c1cc(OC)c(OC)c(OC)c1)C(=O)N2
35	-2%[57.1 µM]	-2%	14%	-24%	-8%	4%	8	29%	6%	CS(=O)(=O)N(CCc1ccccc1)CC(=O)N1CCc2ccccc2C1
36	11%	-8%	2%	-9%	39%[activator]	-10%	7	35%	4%	CC(=O)Nc1ccc(-c2nc3c(C)cccc3[nH]2)cc1
37	155%[activator]	21%	2%	-25%	123%[activator]	6%	-3	70%[activator]	-6%	COc1ccc(/C=C/c2c(-c3cccc(C)c3)oc3ccc(N4CCOCC4)cc23)cc1
38	15%	25%	-5%	-26%	3%	0%	-1	40%[activator]	-1%	CN1C(=O)/C(=C/c2ccc(C(F)(F)F)cc2)Sc2ccc(C(=O)N3CCN(c4ccccn4)CC3)cc21

# Among those listed so far, these have fluorine.
nr	rTrxR1 inhibitor	Pin1 inhibitor	GLS inh	USP1-UAF1 inh	TrxR1 substrate	mIDH1 inhibitor	PI4K2A block	HP1b binding inh	Tb PGK inh	smiles
3	0%[57.1 µM]	0%	0%	-3%	-2%[57.1 µM]	-3%	-1	21%	-7%	COc1ccc(Br)cc1CNC(=O)C1CCCCN1S(=O)(=O)c1ccc(F)cc1 (centres undefined)
5	21%	4%	12%	-2%	4%	-7%	0	21%	0%	O=C(NCC1CCCO1)c1ccc(Cl)c(F)c1F (centres undefined)
8	5%	-2%	2%	-8%	-2%	10%	1	22%	5%	O=C(NCCOc1ccccc1F)C1CCC(=O)N(CC2CCCCC2)C1 (centres undefined)
10	-23%	-1%	-7%	-13%	-6%	7%	2	43%[activator]	-6%	CC1=C(C(=O)Nc2ccc(F)c(F)c2)C(c2cccs2)NC(=S)N1 (centres undefined)
11	15%	-12%	0%	3%	2%	9%	0	32%	-2%	CCN(CC(=O)NCc1cccs1)C(=O)c1ccc(S(=O)(=O)Nc2ccccc2F)cc1
12	-16%	-6%	-4%	-4%	-17%	-15%	0	0%	3%	O=C(CSc1nc(-c2ccccc2)[nH]c1-c1ccc(F)cc1)NC1CCCC1
16	13%	-3%	-1%	-13%	-3%	-15%	2	7%	1%	CN(CC(=O)Nc1ccc(F)c(F)c1F)C(=O)c1ccc(-n2cncn2)cc1
22	22%	9%	4%	1%	-1%	-2%	-4	34%	5%	O=C(COC(=O)Cc1ccc(F)cc1)NC(=O)NC1CCCC1
30	8%	-5%	0%	-18%	-2%	5%	-2	40%[activator]	i	CC(Oc1ccc(F)cc1)C(=O)NN (centres undefined)
38	15%	25%	-5%	-26%	3%	0%	-1	40%[activator]	-1%	CN1C(=O)/C(=C/c2ccc(C(F)(F)F)cc2)Sc2ccc(C(=O)N3CCN(c4ccccn4)CC3)cc21
